# Screens from PubChem.
# EPAC2 agonist: qHTS for Agonist of cAMP-regulated guanine nucleotide exchange factor 4 (EPAC2): primary screen; EPAC2 activation, biochemical qHTS; response scale: 100% = 6.5 mM cAMP response; Rap guanine nucleotide exchange factor 4 (Homo sapiens), Q8WZA2; Potency, µM (doses to about 154 µM), for inactives: top-dose activation, most hits filed as activators; AID 720711, 2013; 0.079% of 360,000 active; note: potency is the fitted concentration of half-maximal effect; nearly all actives have a fitted effect of over 50% in size
#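 Readout is BODIPY fluorescence (480 nm excitation, 540 nm emission), which falls as labeled GDP is exchanged off Rap1B. EPAC2 at 100 nM acted on 250 nM RAP1B-BODIPY-GDP with 50 uM GDP present.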
# EPAC1 antagonist: qHTS for Antagonist of cAMP-regulated guanine nucleotide exchange factor 3 (EPAC1): primary screen | Rap guanine nucleotide exchange factor 3 (Homo sapiens), O95398 | AID 720709, 2013 | Potency, µM (doses to about 115 µM), without a hit: at the top dose activity change, negative = inhibition, hits mostly inhibitors | 0.14% of 360,000 active | EPAC1 GEF assay, Rap1b-BODIPY-GDP exchange fluorescence;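 note: potency is the fitted concentration of half-maximal effect; plate controls were vehicle for no effect and positive control for full effect; nearly all actives have a fitted effect of over 50% in size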
# Target sequence (O95398 whole entry, looked up): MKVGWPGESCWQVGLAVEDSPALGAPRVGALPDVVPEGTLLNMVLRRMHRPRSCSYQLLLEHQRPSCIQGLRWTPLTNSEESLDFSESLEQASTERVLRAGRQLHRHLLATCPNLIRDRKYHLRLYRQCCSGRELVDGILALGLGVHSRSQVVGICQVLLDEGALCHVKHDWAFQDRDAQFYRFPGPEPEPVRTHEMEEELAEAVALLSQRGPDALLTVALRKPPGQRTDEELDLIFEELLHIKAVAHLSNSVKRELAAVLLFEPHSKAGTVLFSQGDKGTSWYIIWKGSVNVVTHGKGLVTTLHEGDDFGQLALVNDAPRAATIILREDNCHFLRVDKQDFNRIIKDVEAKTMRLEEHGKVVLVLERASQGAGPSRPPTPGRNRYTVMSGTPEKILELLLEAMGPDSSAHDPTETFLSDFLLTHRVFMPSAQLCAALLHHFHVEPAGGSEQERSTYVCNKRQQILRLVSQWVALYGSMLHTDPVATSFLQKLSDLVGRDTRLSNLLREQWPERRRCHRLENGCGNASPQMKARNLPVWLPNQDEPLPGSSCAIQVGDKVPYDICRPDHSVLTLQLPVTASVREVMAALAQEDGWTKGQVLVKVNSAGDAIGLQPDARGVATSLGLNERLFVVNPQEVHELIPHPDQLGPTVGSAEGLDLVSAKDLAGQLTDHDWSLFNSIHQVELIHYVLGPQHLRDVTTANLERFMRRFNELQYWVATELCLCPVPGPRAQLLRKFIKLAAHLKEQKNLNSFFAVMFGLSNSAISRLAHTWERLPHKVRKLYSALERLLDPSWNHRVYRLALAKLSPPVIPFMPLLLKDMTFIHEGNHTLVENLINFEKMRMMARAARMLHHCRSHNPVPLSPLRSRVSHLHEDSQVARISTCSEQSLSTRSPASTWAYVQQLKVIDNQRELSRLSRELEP
# CCT chaperon mod: High-Throughput Screening for Modulators of Cytosolic Chaperonin Activity | activity change, % (test concentration not listed), hits read low | 0.3% of 360,000 active | purified chaperonin ATPase assay, HTRF ADP detection, 30 min | AID 651819, 2012; in the data active = activity change below about -30%; note: % is set by controls: 0 for no effect and ±100 for the full control effect
#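 Enzyme 40 or 20 nM (batch-dependent) in Tris pH 7.4/KCl/MgCl2/DTT; cpd 76 uM single point; ATP 10 uM; 30 min 37 °C; Transcreener ADP HTRF detection, 30 min RT; ratio 665/615.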
# PI5P4Ka inh: qHTS for Inhibitors of phosphatidylinositol 5-phosphate 4-kinase (PI5P4K) | PI5P4Kalpha enzyme, ADP-Glo luminescence, 60 min; active compounds read low | max response, % | 1.2% of 330,000 active | AID 652105, 2013; active = max response of -50% or lower; inconclusive = between -30% and -50%; inactive = -30% or higher; note: value at the top dose of about 77 µM; % is set by controls: 0 for no effect and ±100 for the full control effect
#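 Controls without substrate or without enzyme flank wells where PI5P4Kalpha converts substrate using 5 microM ATP (final). Incubation lasts 60 minutes at room temperature; ADP formed is read by ADP-Glo luminescence.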
# PLK1 PBD block: qHTS for Inhibitors of PLK1-PDB (polo-like kinase 1 - polo-box domain): Primary Screen; Plk1 PBD binding of FITC phosphopeptide, fluorescence polarization; Potency, µM, for the others: max response, negative = inhibition, actives largely listed as inhibitors; 2.8% of 360,000 active; AID 720504, 2013; note: potency is the fitted concentration of half-maximal effect; series mostly up to about 57 µM; % is set by controls: 0 for no effect and ±100 for the full control effect; nearly all actives have a fitted effect of over 65% in size
# EPAC1 ag: qHTS for Agonist of cAMP-regulated guanine nucleotide exchange factor 3 (EPAC1): primary screen | EPAC1 agonist qHTS, biochemical assay; response scale: 100% = response to 6.5 mM cAMP | Potency, µM (doses to about 154 µM), inactives show at the top dose activation, most hits filed as activators | 0.073% of 360,000 active | AID 720707, 2013; note: potency is the fitted concentration of half-maximal effect; nearly all actives have a fitted effect of over 60% in size
#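 Nucleotide exchange assay: 100 nM EPAC1 with 250 nM Rap1B loaded with BODIPY-GDP and 50 uM GDP, room temperature. Fluorescence (480/540 nm) read every 5 min for 30 min; signal change normalized to 6.5 mM cAMP as full agonist.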
# WRN inhibitor: qHTS for Inhibitors of WRN Helicase; Bifunctional 3'-5' exonuclease/ATP-dependent helicase WRN (Homo sapiens), Q14191; WRN helicase unwinding, fluorescent forked duplex, kinetic; Potency, µM (series often up to 114 µM), for inactives: at the top dose activity change, negative = inhibition, usual class: inhibitors; 0.46% of 360,000 active; AID 651768, 2012; note: potency is the fitted concentration of half-maximal effect; % is set by controls: 0 for no effect and ±100 for the full control effect; nearly all actives have a fitted effect of over 55% in size
#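 Primary qHTS, 1536-well format. 20 nM WRN + compound, 15 min RT; start with 100 nM forked fluorophore/quencher duplex, 2 mM ATP (final); kinetic read ex 525/em 598 nm.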
# IL-2 act: qHTS of IL-2 Activators; IL-2 activation reporter assay, cell-based qHTS; stimulated with anti-CD3/CD4/CD28 beads; in transgenic mouse T cells; activation, % (series mostly up to about 46 µM); 0.065% of 360,000 active; in the data active = activation above about 50%; inconclusive = mostly about 30% to 49%; note: 0% is about no effect
#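 EGFP and DsRed fluorescence is measured by plate cytometry in unstimulated transgenic mouse T cells exposed to compound for 60 minutes, then stimulated 18 hours at 37 degrees C with anti-CD3/anti-CD4 beads plus anti-CD28.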
# * = called active by the depositor; ? = inconclusive; / = not tested or not shown; [ ] = dose if it differs, or a comment. Unless noted, calls come from the whole dose curve; as a rule, active = well fitted curve in the direction sought with a large enough effect; inconclusive = small, poorly fitted or top-dose-only effect, or another doubt; inactive = no such curve, though single readings can be large; an effect the other way counts as inactive or inconclusive.
SMILES	EPAC2 agonist	EPAC1 antagonist	CCT chaperon mod	PI5P4Ka inh	PLK1 PBD block	EPAC1 ag	WRN inhibitor	IL-2 act
Cc1ccc(S(=O)(=O)NNC(=O)Nc2ccc(C)c(C)c2)c(C)c1	7%	18%	0.1	0	-1%	3%	-2%	0.1
Cn1/c(=N/N=C/c2ccc(Cl)c([N+](=O)[O-])c2)sc2ccccc21	1%	4%	-3.5	2	0%	4%	-9%	0.5
O=C(CSc1n[nH]c(=O)n1C1CC1)c1ccc2c(c1)OCCO2	-1%	1%	0.5	-1	0%	16%	1%	0.9
Cc1cc(Cl)ccc1OCC(=O)NCCCCc1ccccc1	14%	-22%	-5.0	-5	-2%	-13%	-17%	-3.1
COc1ccc(-n2c(SCC(=O)OC(C)C)nnc2-c2ccccn2)cc1	11%	-8%	-1.2	2	-5%	-8%	3%	-1.2
COc1cc(NC(=O)C(C)C)ccc1NC(=O)c1ccco1	16%	-1%	-0.5	/	-4%	11%	-18%	-2.2
Cc1ccc(-c2nc(C)sc2CC(=O)Nc2cccc(C)c2C)cc1	-14%	-2%	-2.0	-1	4%	-18%	7%	0.1
COc1ccc(/C=N/N=C2\SC(CC(=O)O)C(=O)N2c2ccccc2)c(OC)c1 (stereo not drawn)	8%	-24%	-1.0	-8	-9%	-8%	1%	-2.4
CC1CCCN(C(=O)COC(=O)c2cc([N+](=O)[O-])ccc2N2CCOCC2)C1 (stereo not drawn)	6%	12%	-2.9	-4	-13%	8%	-4%	-5.7
O=C(CSc1nnc(NC(=O)c2ccccc2F)s1)NCc1ccc(F)cc1	2%	-10%	-2.4	3	0%	-11%	6%	-3.1
c1ccc(-c2nnc3n2-c2ccccc2SC3)cc1	8%	15%	-1.1	?	-18%	1%	0%	4.0
COc1ccc(-n2c(N)c(C(=O)NCC3CCCO3)sc2=S)cc1 (stereo not drawn)	15%	-3%	-2.9	/	-4%	9%	-16%	-0.4
COc1cc(/C=N/NC(=O)CN2CCCCC2)ccc1OCc1ccc(Br)cc1	-3%	-2%	0.7	-2	-3%	8%	-3%	1.3
COc1ccc(C(=O)NCc2nnc(SCC(=O)Nc3nnc(C)s3)o2)cc1	17%	11%	-2.5	-2	?	-1%	5%	-0.3
Cc1ccc(NC(=O)Cn2nnc3ccccc32)c(C)c1	1%	?	1.2	0	1%	-1%	-4%	-0.3

SMILES	EPAC2 agonist	EPAC1 antagonist	CCT chaperon mod	PI5P4Ka inh	PLK1 PBD block	EPAC1 ag	WRN inhibitor	IL-2 act
Cc1ccccc1OCC(=O)OCC(=O)c1cc(C)n(C2CC2)c1C	-2%	-10%	-1.7	-10	1%	5%	-9%	-4.4
O=C(NCCc1ccccc1Cl)c1cc(COc2ccc(F)cc2F)on1	15%	-27%	-2.0	28	-9%	11%	-8%	1.1
CCCCCCn1c(N2CCCC2)nc2c1c(=O)[nH]c(=O)n2C	1%	-25%	-15	5	-4%	-8%	1%	-5.2
CCOC(=O)CN=C(NS(=O)(=O)c1ccc(Cl)cc1)c1ccccc1	11%	-18%	-2.8	-10	-9%	-6%	?	1.4
CN(Cc1ccccc1F)c1nc(-c2cccnc2)nc2ccccc12	9%	-14%	1.1	5	-3%	4%	-15%	-5.5
O=C(COC(=O)Cn1nc(-c2ccccc2)oc1=O)Nc1ccc(F)cc1	-4%	-8%	0.2	-9	-1%	6%	1%	-3.4
Cc1cc(C)cc(N(CC(=O)NCCSCc2ccco2)S(C)(=O)=O)c1	8%	-12%	-6.1	-7	-26%	-5%	7%	-0.6
COc1ccc(OC)c2c(C)cc(N3CCCCCC3)nc12	4%	6%	0.0	-4	?	-1%	2%	-3.6
O=C(COC(=O)CNS(=O)(=O)c1ccc(Br)cc1Cl)NC1CCCC1	14%	7%	0.5	1	-19%	5%	-3%	-0.5
Fc1ccc(-c2nnsc2Sc2ccccn2)cc1	2%	15%	0.3	1	-12%	5%	6%	-2.2
O=C(Nc1cccc([N+](=O)[O-])c1)Nc1cnccn1	1%	21%	2.5	-3	-6%	-9%	5%	-0.2
Cc1ccc(N2C(N)=NC(N)=NC2(C)C)c(C)c1	1%	9%	-0.1	-4	-6%	11%	14%	-0.7
CC1=C(C)CC(C(=O)Nc2ccc(C(N)=O)cc2)C(C(=O)O)C1 (stereo not drawn)	-4%	3%	-25	-4	1%	-10%	5%	0.5
CCOc1ccc(N2C(=O)CC(NCc3ccc(S(N)(=O)=O)cc3)C2=O)cc1 (stereo not drawn)	6%	1%	-2.6	-13	11µM*	-6%	0%	-2.1
COCCNC(=O)c1cc(-c2ccccc2C)nn1CC1CC(c2cccnc2)=NO1 (stereo not drawn)	10%	8%	-2.9	0	-16%	2%	6%	-1.8

SMILES	EPAC2 agonist	EPAC1 antagonist	CCT chaperon mod	PI5P4Ka inh	PLK1 PBD block	EPAC1 ag	WRN inhibitor	IL-2 act
CCCCC(=O)Nc1ccc(NC(=O)C2CC2)cn1	6%	-11%	1.4	-1	-28%	0%	3%	1.0
O=C(NN1C(=O)C2C3C=CC(C4CC34)C2C1=O)c1ccc(Cl)c(Cl)c1 (stereo not drawn)	-10%	0%	0.7	-7	-4%	3%	-2%	-2.5
NC(=O)CSc1nnc(COc2ccc3ccccc3c2)o1	2%	-6%	-1.2	0	-14%	7%	-13%	-2.6
O=C(NCC(c1ccco1)N1CCCC1)c1cccc(NS(=O)(=O)c2ccc(Br)cc2)c1 (stereo not drawn)	2%	16%	-0.5	2	-4%	5%	-5%	-4.2
COc1ccc(OC)c(/C=C/C(=O)OCC(=O)NCc2ccccc2)c1	0%	4%	-1.3	18	1%	9%	4%	-2.3
Cc1cc(C)c2nc(SCC(=O)Nc3cc(C)on3)c(C#N)cc2c1	7%	6%	0.1	-1	-13%	1%	-4%	0.3
C=CCOc1cccc(C2C(C(=O)c3ccc(C)o3)=C(O)C(=O)N2CCCn2ccnc2)c1 (stereo not drawn)	0%	19%	-2.0	1	-21%	-6%	2%	-1.8
O=C(Nc1ccc(Oc2ccc3c(c2)C(=O)N(c2ccc(O)cc2)C3=O)cc1)c1cccs1	0%	-10%	0.6	-15	4%	4%	-11%	-0.6
CC1CC(=O)c2cnc(NCC3CCCO3)nc2C1 (stereo not drawn)	5%	15%	-0.2	2	-9%	6%	-21%	2.5
COc1ccc(C2C(C(=O)c3ccco3)=C(O)C(=O)N2CC2CCCO2)c(OC)c1 (stereo not drawn)	9%	-11%	-2.5	-10	-11%	5%	?	0.5
CC(C)N(Cc1nccn1C)C(=O)CC1C(=O)NCCN1Cc1ccc(F)cc1 (stereo not drawn)	2%	30%[activator]	-0.3	-9	-12%	4%	-4%	0.1
CCCCOc1ccc(C(=O)NCC(=O)N(C)Cc2nc3ccccc3c(=O)[nH]2)cc1	3%	7%	-1.3	-4	-8%	-2%	5%	-0.3
Cc1c(C(=O)N(C)Cc2nc3ccccc3c(=O)[nH]2)oc2ccccc12	2%	-3%	-1.3	-7	-2%	4%	-22%	-0.5

# Of the compounds above, these have an aryl thioether with sulfur outside any ring:
SMILES	EPAC2 agonist	EPAC1 antagonist	CCT chaperon mod	PI5P4Ka inh	PLK1 PBD block	EPAC1 ag	WRN inhibitor	IL-2 act
O=C(CSc1n[nH]c(=O)n1C1CC1)c1ccc2c(c1)OCCO2	-1%	1%	0.5	-1	0%	16%	1%	0.9
COc1ccc(-n2c(SCC(=O)OC(C)C)nnc2-c2ccccn2)cc1	11%	-8%	-1.2	2	-5%	-8%	3%	-1.2
O=C(CSc1nnc(NC(=O)c2ccccc2F)s1)NCc1ccc(F)cc1	2%	-10%	-2.4	3	0%	-11%	6%	-3.1
COc1ccc(C(=O)NCc2nnc(SCC(=O)Nc3nnc(C)s3)o2)cc1	17%	11%	-2.5	-2	?	-1%	5%	-0.3
Fc1ccc(-c2nnsc2Sc2ccccn2)cc1	2%	15%	0.3	1	-12%	5%	6%	-2.2
NC(=O)CSc1nnc(COc2ccc3ccccc3c2)o1	2%	-6%	-1.2	0	-14%	7%	-13%	-2.6
Cc1cc(C)c2nc(SCC(=O)Nc3cc(C)on3)c(C#N)cc2c1	7%	6%	0.1	-1	-13%	1%	-4%	0.3

# A portion of the library, so the mix of outcomes need not match the whole.
